# P. falciparum M1AAP = P. falciparum M1AAP inhibitors, biochemical, fluorogenic H-Leu-NHMec substrate, 1536-well (AID 1445); recombinant M1AAP, H-Leu-NHMec fluorogenic kinetic assay; higher % means a stronger effect; inhibition, % at 30 µM; hits with a dose series show IC50 in µM; 220,000 tested, 0.42% active;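 active means primary inhibition above the hit cutoff, then over 50% inhibition at one or more dose response concentrations, cut at about 23% in these data, passing the limit was not always enough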;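 further: plate controls were DMSO full reaction for no effect and no enzyme background for full effect; strong numbers were not always called active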
# Yfh1-depleted yeast = mitochondrial function rescue without frataxin homolog – Friedreich's ataxia, plus single-dose screen, dose response (AID 1465). S. cerevisiae Yfh1-off respiration, WST-1 reduction, 72 h; higher fold induction means a stronger effect. one-dose fold induction at 50 µM; EC50 in µM for titrated hits. 220,000 tested, 0.074% active;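 active means fold induction of absorbance versus untreated yeast above a set limit, then at least 30% activation at any dose in follow-up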;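 further: activators that raise dye reduction in frataxin-depleted yeast; strong numbers were not always called active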
# M17LAP inhibition = P. falciparum M17LAP inhibitors, primary screen, biochemical, fluorogenic H-Leu-NHMec substrate, 1536-well (AID 1619); recombinant M17LAP, H-Leu-NHMec fluorogenic kinetic assay; higher % means a stronger effect; one-dose inhibition, % at 30 µM; IC50 in µM for titrated hits; 220,000 tested, 0.38% active;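 active means compound inhibiting the enzyme by more than half at any dose during confirmatory dose-response retesting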;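 further: plate controls were full reaction with DMSO carrier for no effect and no enzyme background for full effect; strong numbers were not always called active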
# WT yeast gro inh = growth inhibition of WT yeast, mitochondrial fusion screen. mitochondrial fusion phenotypic screen, WT strain. inhibition, % at 10 µM. 190,000 tested, 2.1% active; in the data active means inhibition above about 58%; tested in S. cerevisiae
# PMI inhibitors = MPI enzyme activity inhibition – biochemical, fluorescence intensity, coupled assay, primary screen (AID 1209); purified PMI enzyme, coupled fluorescence intensity; higher % means a stronger effect; inhibition, % at 20 µM, or IC50 in µM where a hit was titrated; 190,000 tested, 0.42% active;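 further: plate controls were DMSO vehicle for no effect and wells lacking substrate for full effect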
# TNAP activation fold = human TNAP enzyme activators, primary screen, biochemical, luminescent, no phosphate acceptor, uHTS (AID 1001). purified TNAP, luminescent activation assay, no phosphate acceptor; higher activation fold means a stronger effect. activation fold at 20 µM; hits with a dose series show EC50 in µM. 200,000 tested, 0.03% active; in the data active means activation fold from about 3, or a potency from the dose series; inactive means the rest, 99 in 100 with activation fold below about 1.6; further: many of its hits are not listed in these tables
# XIAP displacement = XIAP antagonists, biochemical, IAP family, fluorescence polarization (AID 1018). XIAP BIR domain, fluorescence polarization peptide displacement; higher % means a stronger effect. 200,000 tested, 0.007% active. one-dose displacement, % at 20 µM; IC50 in µM for titrated hits; in the data active means displacement above about 50%; further: a part of the inactive calls stands beside numbers as strong as those of hits
# PMI inhibition = human PMI inhibitors, high substrate, primary screen, biochemical, fluorescence intensity, high mannose 6-phosphate (AID 1220) | recombinant PMI enzyme, coupled fluorescence intensity; higher % means a stronger effect | inhibition, % at 20 µM; hits with a dose series show IC50 in µM | 190,000 tested, 0.66% active
# LYP inhibition = PTPN22 lymphoid phosphatase activity blockers – biochemical, fluorescence intensity, uHTS (AID 1779); inhibition, % at 11.5 µM, or IC50 in µM where a hit was titrated; recombinant LYP phosphatase, fluorescence intensity; higher % means a stronger effect; 290,000 tested, 0.054% active;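 further: plate controls were vehicle with enzyme for no effect and no enzyme for full effect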
# WT yeast gro inh mutant strain = recorded beside WT yeast gro inh, whose call it bears; inhibition, %; mitochondrial fusion phenotypic screen, mutant strain inhibition
# * marks the source's active call; other numbers are inactive results; i = inactive; . = no result given. Unless noted, no stated cut-off is given here; in the data, active means inhibition above about 50%; inactive means the rest.
SMILES,P. falciparum M1AAP,Yfh1-depleted yeast,M17LAP inhibition,WT yeast gro inh,WT yeast gro inh mutant strain,PMI inhibitors,TNAP activation fold,XIAP displacement,PMI inhibition,LYP inhibition
CCOCC(=O)Nc1cccc(NC(C)=O)c1,0%,i,-8%,-5,-9,10%,1.1,-2.2%,5%,-3%
CC(=O)N1CCN(Cc2nc3cc(Cl)ccc3c(=O)[nH]2)CC1,7%,i,6%,-6,-7,-11%,1,-12%,-6%,-3%
CC1=C(C(=O)OCc2ccccc2)C(c2ccc(Cl)cc2Cl)NC(=O)N1CCCC(=O)O (stereo not given),4%,i,1%,-9,-4,-5%,1,-14%,1%,-9%
COc1cccc(C2CC(=O)Nc3cc4c(cc32)OCCO4)c1OC(C)C (stereo not given),0%,i,1%,13,-6,20%,1.1,-2.0%,20%,-1%
Cc1csc(NC(=O)c2nc3nccc(C)n3n2)n1,0%,.,3%,17,-2,-5%,1.1,4.5%,1%,-8%
O=C1/C(=C/c2coc3ccc(O)cc3c2=O)SC(=S)N1c1ccccc1,1%,i,15%,.,.,.,.,.,.,-3%
O=C(c1cccs1)c1coc2ccc(O)c(CN3CCOCC3)c12,8%,i,0%,11,20,-2%,0.9,-5.4%,-4%,0%
CON(C)S(=O)(=O)c1ccc2c(c1)NC(=O)C1CCCN21 (stereo not given),9%,i,14%,-19,-12,-21%,1.1,-4.5%,-65%,7%
O=[N+]([O-])c1cccc(S(=O)(=O)NCCCN2CCOCC2)c1,8%,i,7%,1,-1,8%,1.2,0.5%,0%,-2%
CCCCn1c(=S)[nH]c2c(oc3ccc(Cl)cc32)c1=O,-1%,i,22%,3,2,-12%,1,0.1%,-20%,-5%
CCOC(=O)CCc1c(C)n[nH]c1C,0%,i,-13%,-15,-11,-17%,1.1,2.5%,-12%,-6%
CC(=O)Nc1ccc2nc(C3CC3)n(Cc3ccc(Cl)cc3)c(=O)c2c1,0%,i,16%,9,-14,-4%,1.1,1.1%,-5%,-4%
Cc1ccc(-c2nnc(OCCN3CCOCC3)c3ccccc23)cc1,0%,i,18%,-6,-1,3%,1.1,1.1%,9%,-11%
COCCNC(=O)C(c1ccc(F)cc1)N(Cc1ccco1)C(=O)CCC(=O)Nc1nccs1 (stereo not given),4%,i,-4%,11,12,-10%,1.1,-4.8%,-11%,-12%
CCCc1cc(=O)[nH]c(SCC(=O)Nc2cc3c(cc2C(C)=O)OCO3)n1,-4%,i,5%,5,4,18%,1.1,-8.6%,12%,-5%
O=C(COC(=O)CCCNC(=O)c1ccc(Cl)cc1)NCc1ccccc1Cl,2%,.,-8%,10,11,4%,1,-3.3%,-5%,-11%
Cc1nc2ccc(NC(=O)c3ccc([N+](=O)[O-])cc3[N+](=O)[O-])cc2s1,10%,i,3%,22,2,-1%,1.2,-1.5%,2%,-3%
CC(=O)c1ccc(NS(=O)(=O)Cc2ccccc2)cc1,0%,i,9%,39,34,-5%,1,-7.2%,-1%,-4%
Cc1cc2ccccc2c(=O)n1CC(=O)NCC(=O)N1CCN(c2ccccc2F)CC1,2%,i,-6%,10,15,-1%,1.1,-3.0%,2%,-9%
FC(F)(F)c1cnc(-c2cnc(-c3ccncc3)nc2)c(Cl)c1,6%,i,-2%,7,7,-21%,1,-4.3%,-17%,1%
Cc1ccc(C(=O)Nc2cc3c(oc2=O)CCCC3=O)cc1,2%,i,-3%,3,13,-4%,1.1,-0.5%,-10%,3%
Cc1c(N(C(=O)Cc2cccs2)C2(C(=O)NC3CCCC3)CCCCC2)c(=O)n(-c2ccccc2)n1C,0%,i,-7%,-6,-1,-8%,1.2,-5.9%,-10%,-4%
COc1ccc(S(=O)(=O)NCc2csc(C)n2)cc1,0%,i,-12%,19,9,-1%,1.2,0.2%,-8%,-2%
CC1(OC(=O)C2CCCC2)C(=O)C=C2C=C3CCCCN3C=C2C1=O (stereo not given),3%,i,9%,.,.,.,.,.,.,-5%
CCOc1ccc(NC(=O)CN2CCN(CC(=O)Nc3cccc(F)c3)CC2)cc1,8%,i,23%,-4,-11,9%,1,-4.5%,6%,-3%
SMILES,P. falciparum M1AAP,Yfh1-depleted yeast,M17LAP inhibition,WT yeast gro inh,WT yeast gro inh mutant strain,PMI inhibitors,TNAP activation fold,XIAP displacement,PMI inhibition,LYP inhibition
Cc1ccccc1OCc1nnc2n1CC(C)S2 (stereo not given),1%,i,-3%,2,6,20%,1.1,-4.6%,17%,-2%
CCOC(=O)C1CCN(S(=O)(=O)c2cccc(-c3cn4cccc(C)c4n3)c2)CC1,10%,i,12%,38,6,11%,1.1,-5.6%,2%,-4%
OCC(CO)(CO)N=Cc1cc(Br)ccc1O,16%,i,-1%,8,23,10%,1.1,-4.4%,27%,-8%
COC(=O)CSc1nc2c(c(=O)n(C)c(=O)n2C)n1CCCc1ccccc1,-2%,i,-1%,39,5,-9%,1.1,-0.1%,-4%,-2%
CC1(c2ccc3noc(-c4ccccc4)c3c2)OCCO1,-4%,i,-4%,1,-11,19%,1,-3.3%,14%,-4%
Cc1ccc(C(=O)N2C(CC(=O)Nc3ccc(Cl)cc3)C(=O)NC3CCCCC32)cc1 (stereo not given),2%,i,8%,2,5,-1%,1.2,-5.5%,7%,8%
O=C(NC(Nc1nc2ccc([N+](=O)[O-])cc2s1)(C(F)(F)F)C(F)(F)F)c1cccnc1,11%,i,14%,16,15,8%,0.9,-6.0%,13%,-4%
C/C(=N/NC(=O)c1ccc(Cl)s1)c1ccc(NC(=O)COc2ccc(Cl)cc2)cc1,10%,i,3%,22,16,6%,1.1,-2.2%,8%,-4%
COc1cccc(-c2cc(C(=O)Nc3c(C)n(C)n(-c4ccccc4)c3=O)no2)c1,16%,i,13%,-16,-25,-1%,1.1,-1.5%,0%,-6%
CN1C(=O)CS/C1=N\NC(=O)COc1cccc2cccnc12,-6%,i,21%,-2,-2,.,1,-12%,.,-2%
CC(C)(C)C(=O)CCN1C(=O)C2(OCCO2)c2ccccc21,1%,i,-4%,-17,-2,10%,1.1,2.1%,12%,1%
O=C(/C=C/c1ccco1)c1ccc(NC(=O)C23CC4CC(CC(C4)C2)C3)cc1,8%,i,-10%,-11,-18,1%,1,-5.3%,-14%,8%
Cc1ccnc(NC(=O)c2cc([N+](=O)[O-])cc([N+](=O)[O-])c2)c1,-4%,i,-2%,-12,-2,-22%,1,-7.2%,-14%,-5%
Cc1ccc(NC(=O)c2ccc(OC(=S)N3CCOCC3)cc2)cc1,1%,i,0%,8,3,8%,1.1,-3.7%,12%,-7%
COCCNS(=O)(=O)c1ccc(SC)cc1,14%,i,-13%,20,-3,6%,1.1,-6.9%,4%,0%
Cc1ccc(/C=N/NC(=O)CNC(=O)c2ccc(S(=O)(=O)N(C)C)cc2)cc1,1%,i,1%,-9,-3,6%,1.1,0.2%,5%,0%
COc1ccccc1CNC(=O)c1cn(C)c(=O)c2cc(OC)c(OC)cc12,6%,i,-2%,-6,9,-12%,1.1,-4.6%,-16%,-8%
Cc1ccc(N(C(=O)C2CCC(=O)N2)C2(C(=O)NC3CCCCC3)CCCCC2)cc1 (stereo not given),4%,i,10%,3,4,10%,1.1,-5.8%,9%,-11%
Cc1c(NC(=O)CN2C(=O)C(=O)N(Cc3ccccc3)C2=O)c(=O)n(-c2ccccc2)n1C,0%,i,-2%,.,.,.,.,.,.,-8%
COc1cccc(CN2CCNC(=O)C2CC(=O)NCc2cc(C(C)C)no2)c1 (stereo not given),10%,i,-12%,-15,-3,4%,1.1,-4.1%,18%,-8%
COc1ccccc1N1CCN(C(=O)c2cc(-c3ccco3)on2)CC1,4%,i,7%,-4,-9,16%,1.1,-4.3%,12%,-4%
CCc1ccc(C2NC(C(=O)O)CS2)cc1 (stereo not given),4%,i,31%,-21,14,4%,0.9,-5.7%,0%,-6%
COc1ccc(CC(=O)Nc2cc(Cl)ccc2C(=O)O)cc1,11%,i,30%,-8,21,-10%,1,-1.8%,-8%,-9%
Cc1cc(C)c(C(=O)Cn2nc(C)c([N+](=O)[O-])c2C)cc1C,2%,i,5%,-16,-16,5%,1,-5.4%,2%,-7%

# Single records (already shown). Values in the order: P. falciparum M1AAP, Yfh1-depleted yeast, M17LAP inhibition, WT yeast gro inh, WT yeast gro inh mutant strain, PMI inhibitors, TNAP activation fold, XIAP displacement, PMI inhibition, LYP inhibition
# CC1(c2ccc3noc(-c4ccccc4)c3c2)OCCO1 in the list: -4%, i, -4%, 1, -11, 19%, 1, -3.3%, 14%, -4%
# OCC(CO)(CO)N=Cc1cc(Br)ccc1O in the list: 16%, i, -1%, 8, 23, 10%, 1.1, -4.4%, 27%, -8%

# Among those listed so far, seven contain an aryl methoxy group.
SMILES,P. falciparum M1AAP,Yfh1-depleted yeast,M17LAP inhibition,WT yeast gro inh,WT yeast gro inh mutant strain,PMI inhibitors,TNAP activation fold,XIAP displacement,PMI inhibition,LYP inhibition
COc1cccc(C2CC(=O)Nc3cc4c(cc32)OCCO4)c1OC(C)C (stereo not given),0%,i,1%,13,-6,20%,1.1,-2.0%,20%,-1%
COc1ccc(S(=O)(=O)NCc2csc(C)n2)cc1,0%,i,-12%,19,9,-1%,1.2,0.2%,-8%,-2%
COc1cccc(-c2cc(C(=O)Nc3c(C)n(C)n(-c4ccccc4)c3=O)no2)c1,16%,i,13%,-16,-25,-1%,1.1,-1.5%,0%,-6%
COc1ccccc1CNC(=O)c1cn(C)c(=O)c2cc(OC)c(OC)cc12,6%,i,-2%,-6,9,-12%,1.1,-4.6%,-16%,-8%
COc1cccc(CN2CCNC(=O)C2CC(=O)NCc2cc(C(C)C)no2)c1 (stereo not given),10%,i,-12%,-15,-3,4%,1.1,-4.1%,18%,-8%
COc1ccccc1N1CCN(C(=O)c2cc(-c3ccco3)on2)CC1,4%,i,7%,-4,-9,16%,1.1,-4.3%,12%,-4%
COc1ccc(CC(=O)Nc2cc(Cl)ccc2C(=O)O)cc1,11%,i,30%,-8,21,-10%,1,-1.8%,-8%,-9%

# Source: PubChem (several laboratories)

# Hits appear at their usual frequency; overall some 3.7% were active at least once.
